HUVEC inhibit: inhibitors of HUVEC proliferation, primary screen, cell-based, 384-well; AID 648, 2007; CellTiter-Glo luminescence, 72 h; active compounds read low; actives 1.1% (n = 86,000); viability, % at 10 µM (by protocol);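 active = viability at or below 30%; inactive = viability above 30%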;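 note: 100% = median luminescence of DMSO-only cell control wells on each plate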
H69AR growth 86K: proliferation blockers of H69AR lung cancer cells, primary screen, cell-based, human, 86K library | actives 6% (n = 85,000) | viability, % at 10 µM | H69AR lung tumor viability, ATP luminescence, 72 h; active compounds read low | AID 598, 2007;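 active = viability at or below 40%; inactive = viability above 40%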;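 note: multidrug resistant small cell line overexpressing MRP-1 efflux transporter; 100% = mean luminescence of untreated control wells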
ERa coact pot: enhancers of ERα–SRC-1 coactivator binding, primary screen, biochemical, TR-FRET, ERα LBD, low estradiol; Estrogen receptor (Homo sapiens), P03372; TR-FRET ERalpha-LBD/SRC-Cy5 coactivator binding, 2 h; 100 = basal binding, no effect; coactivator binding (% of control), % at 25.6 µM; actives 1.3% (n = 86,000); in the data active = activity above about 200%;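 note: binding measured in presence of low estradiol as agonist stimulus; 0% = peptide alone without receptor and 100% = receptor with peptide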
Mac1 fbg enh: enhancers of CD11b/CD18 adhesion to fibrinogen, primary screen, K562 cells, luminescence | Integrin beta-2 (Homo sapiens) + Integrin alpha-M (Homo sapiens), P05107+P11215 | ATPlite luminescence | activation, % at 10 µM | actives 0.07% (n = 93,000) | AID 1499, 2009;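 active = 10 µM primary screen giving 50% or more activity, confirmed by 40% or more on retest at that dose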; note: strong numbers were not always called active
MT1-MMP txn act: MT1-MMP promoter reporter activation – cell-based, luciferase luminescence, primary screen | actives 0.16% (n = 86,000) | HT1080 MT1-MMP promoter luciferase reporter, overnight; active compounds read high | activation factor at 10 µM;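 active = activation factor of at least 2 for MT1-MMP transcription at 10 µM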
ERa coact inh: ERα–SRC-1 coactivator interaction inhibitors, primary screen, biochemical, TR-FRET, ERα LBD, estradiol-bound | actives 1.7% (n = 86,000) | inhibition, % at 25.6 µM | TR-FRET ER-alpha LBD / SRC-1 peptide | Estrogen receptor (Homo sapiens), P03372; in the data active = inhibition above about 50%;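 note: 0% = receptor plus peptide control and 100% = peptide only without receptor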
Lung fibro prol: antiproliferative effect on LL 47 fibroblasts – human, LL 47 cells, CellTiter-Glo luminescence, primary screen; LL 47 human lung fibroblast viability, ATP luminescence; active compounds read low; actives 1.1% (n = 85,000); viability, % at 10 µM;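 active = viability at or below 50% in the single dose screen; inactive = viability above 50%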;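 note: compound exposure lasted 72 h before the ATP readout; 100% = median luminescence of untreated cell-only wells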
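Signal: luminescent ATP detection, CellTiter-Glo; assay system: LL 47 human lung fibroblasts; input: 1,150 cells/well; incubation: overnight cell rest, 72 h compound treatment at 37 °C; measure: % viability versus median cells-only luminescence; medium: IMEM growth medium with 15% fetal bovine serum; dosing: compound addition at 0.1% DMSO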
ERb coact inh: inhibitors of ERβ-SRC1 coactivator interaction, primary screen, biochemical, TR-FRET, ERβ LBD, SRC-1 peptide; Estrogen receptor beta (Homo sapiens), Q92731; TR-FRET ER-beta LBD / SRC1-Cy5 peptide binding; receptor agonist-loaded with 1 µM estradiol; inhibition, % at 25.6 µM; actives 1.3% (n = 86,000); AID 633, 2007;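 active = compounds whose percent inhibition of the receptor-coactivator binding signal exceeds about 50% in the single-dose screen, limit read from the data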;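 note: 0% = receptor plus peptide wells without compound and 100% = peptide-only wells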
Target sequence (Q92731 whole entry, looked up, the tested form may be a part): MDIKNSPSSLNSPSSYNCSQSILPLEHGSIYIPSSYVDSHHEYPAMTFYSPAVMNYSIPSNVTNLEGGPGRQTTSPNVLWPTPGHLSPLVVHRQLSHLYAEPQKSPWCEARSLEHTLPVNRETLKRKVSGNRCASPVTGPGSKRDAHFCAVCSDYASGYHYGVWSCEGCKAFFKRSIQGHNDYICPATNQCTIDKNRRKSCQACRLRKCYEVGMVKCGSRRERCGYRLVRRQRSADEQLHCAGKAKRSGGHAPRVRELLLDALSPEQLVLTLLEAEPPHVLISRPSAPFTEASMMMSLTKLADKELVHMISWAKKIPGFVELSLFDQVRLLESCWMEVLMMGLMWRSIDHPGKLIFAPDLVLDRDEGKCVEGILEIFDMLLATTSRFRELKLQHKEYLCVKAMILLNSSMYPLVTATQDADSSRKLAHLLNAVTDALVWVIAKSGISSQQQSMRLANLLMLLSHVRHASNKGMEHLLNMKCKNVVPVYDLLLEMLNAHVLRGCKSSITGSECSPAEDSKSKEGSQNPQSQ
Smad3 FoxH1 inh: Smad3/FoxH1 peptide binding inhibitors, primary screen, biochemical, TR-FRET; TR-FRET Smad3/Dy647-FoxH1 peptide binding, europium anti-His; inhibition, % at 25 µM; actives 0.29% (n = 88,000); Mothers against decapentaplegic homolog 3 (Homo sapiens), P84022;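 active = compounds that reduce the energy-transfer binding signal between the protein and its labelled peptide by more than half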;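 note: 0% = Smad3 plus labelled peptide maximal FRET and 100% = peptide-only background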
Target sequence (P84022 whole entry, looked up): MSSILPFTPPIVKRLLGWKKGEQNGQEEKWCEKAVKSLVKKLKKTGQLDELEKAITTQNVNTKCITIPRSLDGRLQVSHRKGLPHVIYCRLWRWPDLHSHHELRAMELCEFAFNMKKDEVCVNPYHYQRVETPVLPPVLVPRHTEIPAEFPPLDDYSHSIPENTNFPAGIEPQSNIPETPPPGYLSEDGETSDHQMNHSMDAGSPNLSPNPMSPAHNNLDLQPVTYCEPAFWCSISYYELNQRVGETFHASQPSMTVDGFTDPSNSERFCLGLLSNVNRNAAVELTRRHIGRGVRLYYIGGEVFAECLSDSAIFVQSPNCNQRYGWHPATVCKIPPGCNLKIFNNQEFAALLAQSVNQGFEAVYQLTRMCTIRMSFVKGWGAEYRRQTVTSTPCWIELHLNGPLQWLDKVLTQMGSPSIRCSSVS
* = called active by the depositor; / = no result given; [ ] = another dose, or the depositor's remark. An excerpt; the hit share may differ from the screen's.

#1 CCOC(=O)N1CCC(Nc2ncnc3c2cnn3-c2ccc(Cl)cc2)CC1
#2 Cc1nn2c(C)c(C(=O)Nc3ccccc3)cnc2c1C#N
#3 CC(CCc1ccccc1)NC(=O)C1CCN(S(=O)(=O)N2CCCCC2)CC1 (centres undefined)
#4 O=C1CN(C(=O)c2ccccc2)c2ccccc2N1
#5 O=C(O)c1cccc(NC(=O)c2cccc(NC(=O)C3CCCO3)c2)c1 (centres undefined)
#6 COc1cc(C(c2sc3nc(C)nn3c2O)N2CCN(c3ccccc3)CC2)cc(OC)c1OC (centres undefined)
#7 COC(=O)c1ccc2c(=O)n(CC3CCCO3)c(=S)[nH]c2c1 (centres undefined)
#8 COc1ccccc1CNC(=O)c1ccccc1OC
#9 CC(=O)Nc1c2c(nn1-c1ccc(C)cc1C)CSC2
#10 Cc1sc2nc3c(C(=O)N4CCN(c5ncccn5)CC4)cccn3c(=O)c2c1C

assay / compound	1	2	3	4	5	6	7	8	9	10
HUVEC inhibit	83	102	96	105	104	95	89	93	109	93
H69AR growth 86K	64	105	99	83	98	93	84	107	95	95
ERa coact pot	129[fluorescence artefact?]	115	105[fluorescence artefact?]	108	103	107	95	94	104	108
Mac1 fbg enh	6	0	-5	-1	-7	/	1	-1	0	/
MT1-MMP txn act	1.2	1	1	1.1	/	1	1.1	1.1	1	1.1
ERa coact inh	7[fluorescence artefact?]	0	4[fluorescence artefact?]	-6	-4	83*[fluorescence artefact?]	-3	-7	-2	-1
Lung fibro prol	91	111	107	108	111	104	106	110	95	85
ERb coact inh	3[fluorescence artefact?]	-6	0[fluorescence artefact?]	10	10	-6	-3	-2	2	-10
Smad3 FoxH1 inh	7[fluorescence artefact?]	-6	2	-1	-17	3	-9	3	11	3

#11 CC(C)C(C(=O)NCc1ccco1)N(C(=O)CNS(=O)(=O)c1ccccc1)C1CCCC1 (centres undefined)
#12 CCCCCc1ccc(CC(=O)O)cc1
#13 CCOC(=O)CNC(=O)C(Cc1ccccc1)NS(=O)(=O)c1ccc2c(c1)CCC(=O)N2 (centres undefined)
#14 Cc1ccc(C)n1NC(=O)c1cccs1
#15 COc1cc(CNn2nnnc2N)ccc1OCc1c(Cl)cccc1Cl
#16 CCCOc1ccc(N2C(=O)CC(N3CCOCC3)C2=O)cc1 (centres undefined)
#17 CCOCCn1c(COc2ccccc2)nc2ccccc21
#18 COc1cc(C)c(C)cc1S(=O)(=O)N1CCN(Cc2ccccc2)CC1
#19 Cn1c2c(c(=O)n(C)c1=O)C(c1ccc(O)cc1)Nc1ccccc1O2 (centres undefined)
#20 CCOC(=O)C1=C(C)NC(SCC(N)=O)=C(C#N)C1c1ccncc1 (centres undefined)

assay / compound	11	12	13	14	15	16	17	18	19	20
HUVEC inhibit	87	89	107	105	99	97	100	104	95	94
H69AR growth 86K	83	102	99	92	94	100	94	88	96	96
ERa coact pot	140[fluorescence artefact?]	108	101[fluorescence artefact?]	91[fluorescence artefact?]	101	133	102	95	92	117
Mac1 fbg enh	-1	0	/	10	-2	-2	0	7	-2	-2
MT1-MMP txn act	1.1	1.2	0.9	1.2	0.9	1.1	1.2	1.2	/	1
ERa coact inh	-1	-1	-3	27	7	4	5[fluorescence artefact?]	-4	-2	-9
Lung fibro prol	105	92	98	105	104	98	98	103	95	91
ERb coact inh	-4	12	86*	30[fluorescence artefact?]	-5[fluorescence artefact?]	-3[fluorescence artefact?]	-2[fluorescence artefact?]	-2	1	2[fluorescence artefact?]
Smad3 FoxH1 inh	2	7	5	-4	6	-1	11	9	6	-12

#21 O=C(CSc1nc2ccccc2[nH]1)NC(=O)NCc1ccco1
#22 Cc1ccc(-n2c(Cn3cnc4ccccc43)nnc2SCC(=O)O)cc1
#23 CS(=O)(=O)c1cccc(C(=O)NCc2ccc(F)cc2)c1
#24 CC1(C)CC(=O)C(C=NCCO)=C(O)C1
#25 CCOC(=O)NCc1ccc2[nH]c(C)cc2c1
#26 O=C1CC(c2ccc(S(=O)(=O)N3CCCCC3)cc2)CN1 (centres undefined)
#27 COc1ccc(CN(C2CCCC2)S(=O)(=O)c2ccc(-n3cnnn3)c(OC)c2)cc1OC
#28 CC(C)(Oc1ccc(Cl)cc1)C(=O)NCc1ccncc1
#29 Cc1ccc2c(c1)c1c(n2C)-c2[nH]ncc2CC1
#30 CCOc1ccccc1NC(=O)c1cccc(NC(=O)c2ccco2)c1

assay / compound	21	22	23	24	25	26	27	28	29	30
HUVEC inhibit	93	104	99	100	98	96	102	87	61	58
H69AR growth 86K	68	101	88	102	99	89	75	99	63	25*
ERa coact pot	103	93	80	104[fluorescence artefact?]	103	132	105	114	119	94
Mac1 fbg enh	4	/	-4	/	/	-6	2	0	/	3
MT1-MMP txn act	1.1	1.1	1	1.3	/	1.1	1	/	1.5	0.5
ERa coact inh	33	1	0	6	-4	2	0	-7	-10[fluorescence artefact?]	-21
Lung fibro prol	98	97	106	91	103	111	91	98	103	60
ERb coact inh	30	10	-10	-7	2	2[fluorescence artefact?]	-5	-4	0	-15[fluorescence artefact?]
Smad3 FoxH1 inh	0	2	-3	2	3	5	4	-8	3	-2

Some of the entries above, reformatted:
nr | SMILES | HUVEC inhibit | H69AR growth 86K | ERa coact pot | Mac1 fbg enh | MT1-MMP txn act | ERa coact inh | Lung fibro prol | ERb coact inh | Smad3 FoxH1 inh
22 | Cc1ccc(-n2c(Cn3cnc4ccccc43)nnc2SCC(=O)O)cc1 | 104 | 101 | 93 | / | 1.1 | 1 | 97 | 10 | 2
23 | CS(=O)(=O)c1cccc(C(=O)NCc2ccc(F)cc2)c1 | 99 | 88 | 80 | -4 | 1 | 0 | 106 | -10 | -3
24 | CC1(C)CC(=O)C(C=NCCO)=C(O)C1 | 100 | 102 | 104[fluorescence artefact?] | / | 1.3 | 6 | 91 | -7 | 2

Results in Mac1 fbg enh, ERa coact pot and HUVEC inhibit, for some of the entries so far:
cpd	canonical_smiles	Mac1 fbg enh	ERa coact pot	HUVEC inhibit
26	O=C1CC(c2ccc(S(=O)(=O)N3CCCCC3)cc2)CN1 (centres undefined)	-6	132	96
27	COc1ccc(CN(C2CCCC2)S(=O)(=O)c2ccc(-n3cnnn3)c(OC)c2)cc1OC	2	105	102
28	CC(C)(Oc1ccc(Cl)cc1)C(=O)NCc1ccncc1	0	114	87
29	Cc1ccc2c(c1)c1c(n2C)-c2[nH]ncc2CC1	/	119	61

(next part)
#31 CCNC(=S)NNC(=O)c1csc(C(C)C)c1
#32 COCCCN(C(=O)Cn1ncc2c(=O)oc3ccc(C)cc3c21)C(C)c1ccncc1 (centres undefined)
#33 CCCc1cc(=O)[nH]c(SCC(=O)Nc2ccccc2C#N)n1
#34 COCCCn1c(SCC(=O)Nc2sc3c(c2C#N)CCCC3)nnc1-c1ccncc1
#35 COc1cc(C(=O)N2CCC(N3CCCCCC3)CC2)cc(OC)c1OC
#36 COc1ccc(CCNC(=O)c2nonc2N)cc1
#37 CCOC(=O)c1cc(C(=O)c2cc(F)ccc2O)coc1=N
#38 COc1ccc(C(CC(=O)O)NC(=O)c2cccs2)cc1 (centres undefined)
#39 CCOC(=O)Cn1c(=O)oc2cc(S(=O)(=O)NCCCc3ccccc3)ccc21
#40 Cc1ccnc(NS(=O)(=O)c2cccs2)c1

assay / compound	31	32	33	34	35	36	37	38	39	40
HUVEC inhibit	67	89	94	98	92	90	100	103	83	98
H69AR growth 86K	71	94	78	75	87	95	95	98	83	82
ERa coact pot	93	107	99	86	94	121	116	105	84	109[fluorescence artefact?]
Mac1 fbg enh	/	/	-6	/	/	/	-2	2	0	-1
MT1-MMP txn act	1.9	1	1.1	1.1	1.1	1.5	1.2	1.3	1.1	1
ERa coact inh	0	-2	0	1	-5	-1	-5	0	15	-7
Lung fibro prol	99	96	99	94	95	98	/	94	93	107
ERb coact inh	-4[fluorescence artefact?]	-8	-10	-1[fluorescence artefact?]	-9	-7	-1	-2	26	-7
Smad3 FoxH1 inh	1[fluorescence artefact?]	5	5	10	-10	2	1	3[fluorescence artefact?]	-2	0

#41 Cc1ccccc1C(=O)Nc1nncs1
#42 N/C(=N\OC(=O)Oc1ccccc1)c1ccc(Cl)cc1
#43 Cc1nn(Cc2ccc(Cl)c(Cl)c2)c(C)c1NC(=O)c1cc(C2CC2)on1
#44 COc1ccc(C(c2nnnn2CC2CCCO2)N2CCC(C(N)=O)CC2)cc1 (centres undefined)
#45 COC(=O)c1sccc1Oc1ccc(F)cc1[N+](=O)[O-]
#46 CCN(CC(=O)Nc1ccc2c(c1)OCCO2)c1ccc(S(=O)(=O)N2CCOCC2)cn1
#47 Cc1ccc(CNc2ccc(O)cc2)cc1
#48 CC1CN(Cc2ccccc2Cl)CC(C)O1 (centres undefined)
#49 Cn1c(CSc2nc3ccccc3s2)nnc1SCC(=O)NCCCN1CCOCC1
#50 CN1CCN(C2=NC3(CCCC3)C(C#N)C(=O)N2)CC1 (centres undefined)

assay / compound	41	42	43	44	45	46	47	48	49	50
HUVEC inhibit	94	86	85	100	89	93	73	98	105	100
H69AR growth 86K	84	90	67	88	100	80	69	97	81	75
ERa coact pot	104[fluorescence artefact?]	116	86[fluorescence artefact?]	111	105	97[fluorescence artefact?]	72[fluorescence artefact?]	118[fluorescence artefact?]	87	115
Mac1 fbg enh	-1	-2	0	/	1	0	3	1	/	3
MT1-MMP txn act	1.1	1	1.1	1.1	1	1.2	1.1	1.1	1.2	1.2
ERa coact inh	-3	-5	11	-7	-2	-18	35[fluorescence artefact?]	12	1	0
Lung fibro prol	101	92	91	101	92	103	110	97	102	95
ERb coact inh	-6	-1	26	-2	0	4	65*[fluorescence artefact?]	5	6	2
Smad3 FoxH1 inh	2	15[fluorescence artefact?]	5	-6	7	-4	-13	5	-4	3

#51 CC(C)CNc1c(N)c(=O)oc2ccccc12
#52 CCOC(=O)C1=C(C)NC(C)=C(C(=O)OCC)C1C(=O)OCC(=O)N1CCc2ccccc2C1
#53 Cc1c(C)n(C(=O)CSc2nccn2C)c2ccccc12
#54 CCC(=O)Nc1cc(C(C)C)c(O)cc1C
#55 Cc1nn(-c2ccccc2)c(Cl)c1/C=C1\N=C(c2ccccc2)OC1=O
#56 CSC1=NCCN1C(=O)c1ccc(Br)o1

assay / compound	51	52	53	54	55	56
HUVEC inhibit	99	87	90	101	95	91
H69AR growth 86K	89	84	89	96	77	90
ERa coact pot	80	95[fluorescence artefact?]	118	104	114	116
Mac1 fbg enh	-4	4	-2	-2	/	-6
MT1-MMP txn act	1.1	1.1	1.2	1.2	1.2	1.3
ERa coact inh	6	16[fluorescence artefact?]	1	-6[fluorescence artefact?]	10	6
Lung fibro prol	93	102	92	99	98	98
ERb coact inh	4	4[fluorescence artefact?]	-10	-5	9	-12
Smad3 FoxH1 inh	11	-5	11	1	-6	-5

High-throughput results (PubChem BioAssay)
